Screening data: PubChem, National Center for Advancing Translational Sciences (NCATS)
HP1b chromo inh – HP1-beta chromodomain-methylated histone interaction inhibition; P83916; AlphaScreen HP1-beta / biotin-H3K9me3 peptide binding; Potency, µM (highest dose often 114 µM), without a hit: at the top dose activity change, negative = inhibition, usual class: inhibitors; hit rate 0.56% among 390,000; further: potency means the concentration at half of the fitted maximal effect; nearly all actives have a fitted effect of over 70% in size; inactives centre near 23
Target sequence (P83916 whole entry, looked up): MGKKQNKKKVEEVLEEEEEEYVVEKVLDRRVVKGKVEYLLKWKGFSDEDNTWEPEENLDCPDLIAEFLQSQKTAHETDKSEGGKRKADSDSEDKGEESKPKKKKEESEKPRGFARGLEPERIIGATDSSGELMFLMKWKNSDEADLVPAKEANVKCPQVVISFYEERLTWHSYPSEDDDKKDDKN
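Compound inhibition of the preformed complex between 50 nM HP1-beta and 50 nM biotinylated H3K9me3 peptide was read by AlphaScreen. Buffer was PBS pH 7.4 with 0.01% Tween-20. Incubations ran 30 min at room temperature, with 10 ug/mL donor/acceptor beads.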
Pin1 inhibitor – human Pin1 inhibition; Pin1 FP peptide displacement, HiFluor488, 10 min; Q13526; Potency, µM (series often up to 115 µM), without a hit: at the highest dose activity, negative = inhibition, hits mostly inhibitors; hit rate 0.009% among 390,000; AID 504891; active means well fitted inhibition curve with a large enough effect in the polarisation, with a control signal flat, not every such curve was filed as active; inconclusive means small, poorly fitted or top-dose-only effect, or effect the other way, or a change in a side signal; inactive means no such curve, though single readings can be large or run the other way; the % refers to the polarisation; further: potency means the concentration at half of the fitted maximal effect; on the % scale 0 is the no-effect control and ±100 the full control effect
GLS inhibitor – inhibitors of human glutaminase (GLS); GLS enzymatic activity, qHTS titration; hit rate 0.21% among 410,000; AID 624170; Potency, µM (top dose mostly 45.5 µM), inactives show at the highest dose activity change, negative = inhibition, hits mostly inhibitors; further: potency means the concentration at half of the fitted maximal effect; on the % scale 0 is the no-effect control and ±100 the full control effect
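Read-out is an Amplex red fluorescence increase coupled through glutamate oxidase and HRP, measured before and after 30 min room-temperature incubation. hKGA is in 45 mM KH2PO4 (pH 8.2) with 0.02% Tween-20; glutamine added as 1mM solution.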
JMJD2A Tudor – JMJD2A Tudor domain (human) inhibition. O75164. AlphaScreen JMJD2A-Tudor / H3K4me3 peptide binding. Potency, µM (highest dose often 114 µM), inactives show at the highest dose activity change, negative = inhibition, most hits filed as inhibitors. hit rate 4.4% among 390,000; further: potency means the concentration at half of the fitted maximal effect; on the % scale 0 is the no-effect control and ±100 the full control effect; nearly all actives have a fitted effect of over 50% in size
PGK inhibitor – T. brucei PGK inhibition; PGK/GAPDH coupled, Kinase-Glo luminescence, 60 min; Potency, µM (series often up to 57.5 µM), without a hit: top-dose activity change, negative = inhibition, usual class: inhibitors; hit rate 0.043% among 380,000; AID 602233; further: potency means the concentration at half of the fitted maximal effect; on the % scale 0 is the no-effect control and ±100 the full control effect; nearly all actives have a fitted effect of over 60% in size
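Recombinant glycosomal PGK reaction used 1,3-bisphosphoglycerate generated in-well by GAPDH (100nM final) in 100mM TEA pH 7.6, 5mM MgCl2, 0.01% Tween-20. After 60 minutes at room temperature, ATP was read by Kinase-Glo Plus luminescence end-point.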
Pol eta inh – DNA polymerase eta (human) inhibition | Q9Y253 | recombinant Pol eta, fluorescent DNA replication assay | Potency, µM (titrated, usually from 114 µM), inactives show top-dose activity change, negative = inhibition, most hits filed as inhibitors | hit rate 1.2% among 390,000 | AID 588591; further: potency means the concentration at half of the fitted maximal effect; on the % scale 0 is the no-effect control and ±100 the full control effect
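Pol eta (10 nM) was preincubated with compounds for 15 min at room temperature, after which fluorescent replication substrate (50 nM final) was added to start the reaction. Fluorescence was read kinetically at 0 and 10 min.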
G9a block – blocks human histone lysine methyltransferase G9a; hit rate 8.8% among 350,000; G9a H3K9 monomethylation, AlphaScreen, 2 h; AID 504332; Potency, µM (doses to about 102 µM), without a hit: at the top dose activity, negative = inhibition, most hits filed as inhibitors; Q96KQ7; further: potency means the concentration at half of the fitted maximal effect; on the % scale 0 is the no-effect control and ±100 the full control effect; nearly all actives have a fitted effect of over 75% in size
Target sequence (Q96KQ7 913-1193 limits assumed): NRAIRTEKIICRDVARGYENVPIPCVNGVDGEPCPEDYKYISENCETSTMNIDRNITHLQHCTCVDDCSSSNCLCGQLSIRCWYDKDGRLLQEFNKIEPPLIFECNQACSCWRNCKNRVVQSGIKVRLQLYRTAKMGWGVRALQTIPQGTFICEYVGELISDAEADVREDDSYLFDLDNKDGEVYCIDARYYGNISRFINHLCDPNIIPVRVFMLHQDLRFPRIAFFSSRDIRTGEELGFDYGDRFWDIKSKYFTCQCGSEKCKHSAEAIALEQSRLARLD
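G9a (20 nM) preincubated 15 min RT with compounds, then 500 nM biotinylated H3K9 peptide and 20 uM SAM added; 2 h RT reaction. Monomethyl-H3K9 product detected by AlphaScreen with anti-H3K9me1 antibody, streptavidin donor and anti-rabbit IgG acceptor beads.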
PI4K2A block – blocks human PI4K2A kinase activity; Q9BTU6; hit rate 0.13% among 420,000; purified PI4K2A, ADP-Glo luminescence, 1 h; stronger effect = lower value; activity change, negative = inhibition, % at 76.9 µM; in the data active means activity change below about -50%; inconclusive means mostly about -30% to -49%;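 further: -100% = wells without enzyme as full effect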
Target sequence (Q9BTU6 whole entry, looked up): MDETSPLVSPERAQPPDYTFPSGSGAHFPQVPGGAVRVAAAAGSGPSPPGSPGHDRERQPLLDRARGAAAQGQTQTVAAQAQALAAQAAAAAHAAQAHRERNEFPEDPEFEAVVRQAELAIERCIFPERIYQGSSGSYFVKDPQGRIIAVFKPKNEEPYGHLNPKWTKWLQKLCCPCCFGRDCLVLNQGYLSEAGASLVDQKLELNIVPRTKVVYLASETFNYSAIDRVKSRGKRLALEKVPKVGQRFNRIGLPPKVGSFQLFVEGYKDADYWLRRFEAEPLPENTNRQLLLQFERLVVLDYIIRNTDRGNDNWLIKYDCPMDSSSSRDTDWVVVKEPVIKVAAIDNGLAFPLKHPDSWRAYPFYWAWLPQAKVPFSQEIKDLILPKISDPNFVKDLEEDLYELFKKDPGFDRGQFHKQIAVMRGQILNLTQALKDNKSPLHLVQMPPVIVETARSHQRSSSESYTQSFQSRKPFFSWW
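Compounds are screened against recombinant PI4K2A using PI as substrate and ATP, the latter dispensed at 300 microM. Reactions run one hour at ambient temperature before ADP-Glo detection; full inhibition defined by wells lacking enzyme.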
BAZ2B block – BAZ2B (human) inhibition; Q9UIF8; AlphaScreen BAZ2B-H3K14Ac peptide displacement; Potency, µM (highest dose often 114 µM), without a hit: at the highest dose activity change, negative = inhibition, hits mostly inhibitors; hit rate 4.4% among 360,000; AID 504333; further: potency means the concentration at half of the fitted maximal effect; on the % scale 0 is the no-effect control and ±100 the full control effect; nearly all actives have a fitted effect of over 60% in size
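Compounds, titrated to a top concentration of 110 uM, were incubated 30 min at room temperature with preformed BAZ2B/acetyl-K14 H3 peptide complex (50 nM each). Proximity signal was measured by AlphaScreen after 20 min with beads.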
The depositor's hits bear a star; [ ] = remark or other dose. Unless noted, the call rests on the fitted dose curve; in most records, active means well fitted curve in the direction sought with a large enough effect; inconclusive means small, poorly fitted or top-dose-only effect, or another doubt; inactive means no such curve, though single readings can be large; an effect the other way counts as inactive or inconclusive.

Results for CCO[C@H]1OC(C(=O)NCc2ccccc2)=C[C@@H](c2ccccc2)[C@@H]1CCCO ?
HP1b chromo inh: 18%; Pin1 inhibitor: -7%; GLS inhibitor: -3%; JMJD2A Tudor: -16%; PGK inhibitor: -7%; Pol eta inh: -10%; G9a block: -11%[59 µM]; PI4K2A block: -3; BAZ2B block: -5%

Results for Cc1ccccc1NC(=O)c1cnc2sc(N3CCCC3)nn2c1=O ?
HP1b chromo inh: -15%; Pin1 inhibitor: -9%; GLS inhibitor: 9%; JMJD2A Tudor: -11%; PGK inhibitor: -9%; Pol eta inh: -14%; G9a block: 8%[59 µM]; PI4K2A block: -14; BAZ2B block: -6%

How did COc1ccc(-c2c(-c3cc(OC)cc(OC)c3)n(C)c3ccc(-c4ccc(N(C)C)nc4)cc23)cc1 do in these assays?
HP1b chromo inh: -8%; Pin1 inhibitor: -3%; GLS inhibitor: -3%; JMJD2A Tudor: inconclusive; PGK inhibitor: -5%; Pol eta inh: -16%; G9a block: 0%[0.501 µM]; PI4K2A block: -3; BAZ2B block: inconclusive

Results for CCOC(=O)c1c(NC(=O)CSc2nc(C)cc(C)c2C#N)sc(C(C)=O)c1C ?
HP1b chromo inh: 31%; Pin1 inhibitor: 1%; GLS inhibitor: -11%; JMJD2A Tudor: 4%[57.1 µM]; PGK inhibitor: -9%; Pol eta inh: -18%; G9a block: 7%[59 µM]; PI4K2A block: 2

How did Cc1ccc(-c2csc3ncn(CC(=O)NCC(c4ccco4)N4CCCC4)c(=O)c23)cc1 (stereo not given) do in these assays?
HP1b chromo inh: 36%; Pin1 inhibitor: 9%; GLS inhibitor: -2%; JMJD2A Tudor: -9%; PGK inhibitor: -8%; Pol eta inh: -19%; G9a block: -10%[12.7 µM]; PI4K2A block: -1; BAZ2B block: -4%

What do the screens show for `COc1ccc(NC(=O)COC(=O)c2ccc(Cl)c(S(N)(=O)=O)c2)c([N+](=O)[O-])c1`?
HP1b chromo inh: -8%; Pin1 inhibitor: -16%; GLS inhibitor: 2%; JMJD2A Tudor: -18%; PGK inhibitor: 11%; Pol eta inh: 1%; PI4K2A block: -9; BAZ2B block: -9%

How did Cn1ncc(N=Cc2ccccc2)c1C(N)=O do in these assays?
HP1b chromo inh: 20%; Pin1 inhibitor: 2%; GLS inhibitor: -5%; JMJD2A Tudor: 2%; PGK inhibitor: -10%; Pol eta inh: inconclusive; G9a block: -46%[12.7 µM]; PI4K2A block: 0; BAZ2B block: -3%

What do the screens show for `O=C(Oc1cc(=O)oc2c1c(=O)n1c3c(cccc23)CC1)c1ccccc1`?
HP1b chromo inh: -3%; Pin1 inhibitor: inconclusive; GLS inhibitor: 19%; JMJD2A Tudor: inconclusive; PGK inhibitor: inactive; Pol eta inh: -12%; PI4K2A block: 0; BAZ2B block: 50µM*

Results for Cc1cccc(Cc2nnc(CCC(=O)NCc3cnc4ccccn34)o2)c1 ?
HP1b chromo inh: 28%; Pin1 inhibitor: -4%; GLS inhibitor: 0%; JMJD2A Tudor: -14%; PGK inhibitor: inactive; Pol eta inh: -6%; PI4K2A block: -2; BAZ2B block: -3%

How did COc1ccc(CCNC(=O)CSc2nnc(CNC(=O)c3cc(OC)c(OC)c(OC)c3)o2)cc1OC do in these assays?
HP1b chromo inh: 23%; Pin1 inhibitor: -4%; GLS inhibitor: 9%; JMJD2A Tudor: -11%; PGK inhibitor: 2%; Pol eta inh: 1%; G9a block: 7%[0.501 µM]; PI4K2A block: -1; BAZ2B block: -7%

What do the screens show for `COc1ccc(-n2nc(C(=O)Nc3cccc(C)n3)c3c4ccccc4n(C)c3c2=O)cc1`?
HP1b chromo inh: 19%; Pin1 inhibitor: -1%; GLS inhibitor: 16%; JMJD2A Tudor: -12%; G9a block: 5%[59 µM]; PI4K2A block: -1

Results for Cc1ccc2c(=O)cc(C(=O)Nc3c(C(=O)c4ccc(F)cc4)oc4ccccc34)oc2c1C ?
HP1b chromo inh: 11%; Pin1 inhibitor: -2%; GLS inhibitor: 1%; JMJD2A Tudor: -22%; PGK inhibitor: -3%; Pol eta inh: 7%; G9a block: -27%[59 µM]; PI4K2A block: -2; BAZ2B block: -3%

How did Cc1oc2ccc(O)cc2c1C(=O)c1ccc(Br)cc1 do in these assays?
HP1b chromo inh: 14%; Pin1 inhibitor: 2%; GLS inhibitor: -13%; JMJD2A Tudor: -9%; PGK inhibitor: -9%; Pol eta inh: -25%; PI4K2A block: -3

Results for CCCCc1ccc(N=N/C(C(=O)Nc2cc(OC)c(NC(C)=O)cc2OC)=C(/C)O)cc1 ?
HP1b chromo inh: -11%; Pin1 inhibitor: -3%; GLS inhibitor: 5%; JMJD2A Tudor: -22%; PGK inhibitor: -10%; Pol eta inh: -22%; G9a block: inconclusive; PI4K2A block: -7; BAZ2B block: -37%

What do the screens show for `Cc1cccc(NC(=O)NNC(=O)c2cc3ccccc3cc2O)c1C`?
HP1b chromo inh: 10%; Pin1 inhibitor: inconclusive; GLS inhibitor: -8%; JMJD2A Tudor: -16%[11.4 µM]; PGK inhibitor: -2%; Pol eta inh: -26%; G9a block: -11%; PI4K2A block: 2; BAZ2B block: -9%

What do the screens show for `CSc1nc2c(c(-c3ccccc3)c1C#N)CCC2`?
HP1b chromo inh: 30%; Pin1 inhibitor: 2%; JMJD2A Tudor: -6%; PGK inhibitor: 16%; Pol eta inh: -13%; PI4K2A block: 0

What do the screens show for `Cc1c(C(=O)N/N=C/c2c(O)ccc3ccccc23)nnn1-c1nonc1N`?
HP1b chromo inh: 41%[activator]; Pin1 inhibitor: -6%; GLS inhibitor: 3%; JMJD2A Tudor: -27%; PGK inhibitor: -9%; Pol eta inh: -6%; G9a block: 11%; PI4K2A block: 5; BAZ2B block: -15%

What do the screens show for `O=C1NC2(CCc3ccccc32)C(=O)N1CCOc1ccc(Cl)cc1` (stereo not given)?
HP1b chromo inh: 19%; Pin1 inhibitor: -2%; GLS inhibitor: -8%; JMJD2A Tudor: -3%; PGK inhibitor: -1%; Pol eta inh: -20%; G9a block: 3%; PI4K2A block: 2; BAZ2B block: 2%

How did Cn1c(C2=C(O)CN(c3ccccc3)C2=N)nc2ccccc21 do in these assays?
HP1b chromo inh: 27%; Pin1 inhibitor: 0%; GLS inhibitor: -1%; JMJD2A Tudor: -19%; PGK inhibitor: 2%; Pol eta inh: 2%; G9a block: -3%; PI4K2A block: -3; BAZ2B block: 6%

How did COc1cc(/C=C/C(=O)Nc2nc3ccc(S(=O)(=O)NC(C)C)cc3s2)cc(OC)c1OC do in these assays?
HP1b chromo inh: 31%; Pin1 inhibitor: -1%; GLS inhibitor: -1%; JMJD2A Tudor: -14%; PGK inhibitor: -5%; Pol eta inh: -6%; G9a block: 12%[59 µM]; PI4K2A block: -1; BAZ2B block: 3%

How did c1coc(-c2nnc(NC3=NCCC3)o2)c1 do in these assays?
HP1b chromo inh: 28%; Pin1 inhibitor: 3%; GLS inhibitor: 8%; JMJD2A Tudor: -14%; PGK inhibitor: -3%; Pol eta inh: 0%; G9a block: 6%[12.7 µM]; PI4K2A block: -6; BAZ2B block: -1%

How did CC(C)[C@H](CN1CCC[C@H]1CN1C(N)=NC[C@@H]1Cc1ccccc1)N1C[C@@H](Cc2ccccc2)N(CCc2ccc(Cl)c(Cl)c2)C1=N do in these assays?
HP1b chromo inh: 6%; Pin1 inhibitor: 6%; GLS inhibitor: -2%; JMJD2A Tudor: inconclusive; PGK inhibitor: 3%; Pol eta inh: -11%; PI4K2A block: -3

Results for COc1ccc(N2CCN(S(=O)(=O)c3cn(C)cn3)CC2)cc1 ?
HP1b chromo inh: 34%; Pin1 inhibitor: 7%; GLS inhibitor: 16%; JMJD2A Tudor: -5%; PGK inhibitor: inactive; Pol eta inh: -6%; G9a block: -11%; PI4K2A block: 7; BAZ2B block: -11%[57.1 µM]

Results for COc1ccc(Cl)c2sc(NC(=O)c3ccc(S(=O)(=O)N4CCCC4)cc3)nc12 ?
HP1b chromo inh: 25%[57 µM]; Pin1 inhibitor: -3%; GLS inhibitor: 0%; JMJD2A Tudor: -14%; PGK inhibitor: -5%; Pol eta inh: -4%; G9a block: 1%[59 µM]; PI4K2A block: -1; BAZ2B block: 6%

Results for CN(C(=O)c1cc2c(s1)-c1ccccc1S(=O)(=O)C2)c1ccccc1 ?
HP1b chromo inh: 28%; Pin1 inhibitor: -4%; GLS inhibitor: 0%; JMJD2A Tudor: -13%; PGK inhibitor: -5%; Pol eta inh: -16%; G9a block: inconclusive; PI4K2A block: 6; BAZ2B block: -22%

How did Cc1cc(-c2csc(NC(=O)c3ccccc3C(F)(F)F)n2)c(C)n1Cc1ccccc1 do in these assays?
HP1b chromo inh: 4%; Pin1 inhibitor: 15%; GLS inhibitor: -14%; JMJD2A Tudor: -17%; PGK inhibitor: -3%; Pol eta inh: -12%; G9a block: 45µM*; PI4K2A block: -23; BAZ2B block: 14%

How did Cc1ccc(S(=O)(=O)C=CS(=O)(=O)c2ccc(C)cc2)cc1 do in these assays?
GLS inhibitor: -17%; PGK inhibitor: -4%; Pol eta inh: -2%; PI4K2A block: -3

What do the screens show for `CC(=O)c1ccc(NC(=O)N2CCCC(C(=O)c3ccc4c(c3)OCO4)C2)cc1` (stereo not given)?
HP1b chromo inh: 17%; Pin1 inhibitor: 0%; GLS inhibitor: -1%; JMJD2A Tudor: -11%; PGK inhibitor: 3%; Pol eta inh: -5%; PI4K2A block: 5; BAZ2B block: -4%

The list is partial; the hit share may differ from the screen's.
